# PKA-R1A act – activators of PKA-R1A complex; P00514+P68181; PKA-R1A dissociation, Cy5-IP20 fluorescence polarization; scaled: DMSO 0%, 113 µM cGMP 100%; activation, % at 11.4 µM; hit rate 0.083% among 340,000; AID 504707;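 active = percent activation above the mean of all tested compounds plus 3 SD, cut at about 19% in these data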;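 also: higher means more PKAc released from R1A so a rise in polarization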
# AddAB inh – less growth of phage-infected E. coli with AddAB | E. coli expressing H. pylori AddAB, absorbance growth | inhibition, % at 11.9 µM | hit rate 0.29% among 330,000; in the data active = inhibition above about 12%;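 also: 0% = vehicle wells of infected cells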
# OPRM1-OPRD1 ag – OPRM1-OPRD1 heterodimerization agonism; P35372+P41143; cells, luminescence; activation, % at 9.3 µM; hit rate 0.3% among 340,000; AID 504326; in the data active = activation above about 18%;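 also: 0% = vehicle-treated cells and 100% = reference agonist; values of inactives mirror those of a sister screen read the other way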
# MOR-DOR inv ag – inverse agonists of human mu-delta opioid receptor heterodimerization | inhibition, % at 9.3 µM | cell-based MOR-DOR heterodimer luminescence, inverse agonism | AID 504357 | hit rate 0.21% among 340,000; in the data active = inhibition above about 22%, passing the limit was not always enough;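 also: 0% = cells with DMSO and 100% = wells without cells with DMSO; values of inactives mirror those of a sister screen read the other way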
# PfHsp90 set2 – inhibits growth of yeast expressing Plasmodium falciparum Hsp90; S. cerevisiae expressing PfHsp90, BacTiter-Glo ATP, 48 h; yeast lacking PDR1 and PDR3 efflux regulators; hit rate 0.32% among 310,000; inhibition, % at 9.4 µM;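 active = every replicate shows inhibition above about 80%, whatever the replicate mean, limit read from the data; inconclusive = mean inhibition reaches the set limit but some replicate falls short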;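 also: 0% = DMSO neutral controls and 100% = 20 µM radicicol positive controls; yeast relying on Plasmodium falciparum Hsp90 in place of its own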
# PKA-R2B act – activators of human PKA-R2B complex; P22694+P31323; PKA-R2B holoenzyme dissociation, Cy5-IP20 fluorescence polarization; R2B truncated from residue 108, S112A mutant; 0% DMSO only, 100% 113 µM cGMP; activation, % at 11.4 µM; hit rate 0.079% among 340,000;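 active = activation above a cutoff set at the mean over all compounds plus 3 SD, cut at about 18% in these data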;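 also: higher means more holoenzyme dissociation and a rise in polarization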
# Target sequence (P31323 whole entry, looked up, other chains not shown, the tested form may be a part): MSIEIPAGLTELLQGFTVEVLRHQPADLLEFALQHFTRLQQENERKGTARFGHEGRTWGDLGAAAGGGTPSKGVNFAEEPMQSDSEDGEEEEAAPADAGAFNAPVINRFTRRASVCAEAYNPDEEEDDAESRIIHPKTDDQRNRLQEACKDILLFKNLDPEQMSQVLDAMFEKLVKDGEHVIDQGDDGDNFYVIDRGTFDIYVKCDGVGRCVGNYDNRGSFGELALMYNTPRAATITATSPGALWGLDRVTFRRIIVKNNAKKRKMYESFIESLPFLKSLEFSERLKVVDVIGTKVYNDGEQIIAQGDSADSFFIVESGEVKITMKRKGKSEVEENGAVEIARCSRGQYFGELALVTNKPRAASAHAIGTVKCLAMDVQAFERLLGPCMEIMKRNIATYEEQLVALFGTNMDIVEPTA
# Tat transport – E. coli Tat transport inhibition. AID 488895. E. coli MC4100 TorA-mCherry Tat export, fluorescence. inhibition, % at 10 µM. hit rate 0.036% among 340,000;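 active = mean replicate inhibition at least 50% and at least half of replicates individually reaching 50%; inconclusive = only one of the two criteria met; inactive = neither criterion met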;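 also: exported cargo escapes ClpAP degradation while cytoplasmic cargo is degraded and loses fluorescence; 0% = median of neutral control wells and 100% = median of NaSCN control wells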
# Mot1-301 SUMO – SUMOylation pathway inhibition by Mot1-301 growth rescue; S. cerevisiae Mot1-301 growth rescue, ATP luminescence, 38.5C; percent above DMSO median, 100 means doubled; growth rescue, % at 18.8 µM; hit rate 1% among 320,000; AID 2716;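 active = every valid replicate shows activation above 250% relative to neutral control wells; inactive = the rest, any valid replicate at or below 250%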;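 also: OY570 slx delta 5 strain wells were the positive control but not used for scaling; some compounds called inactive have numbers as strong as hits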
# phage Ecoli inh – E. coli growth loss with phage present. inhibition, % at 11.9 µM. growth absorbance. hit rate 0.26% among 360,000; in the data active = inhibition above about 11%
# E coli growth – reduces bacterial viability in AddAB counter-screen; inhibition, % at 11.9 µM; AID 449728; hit rate 0.27% among 330,000; E. coli V3065 growth, OD600 absorbance, 18 h;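 active = inhibition above the campaign's mean inhibition across all tested compounds plus 3 SD, cut at about 9.9% in these data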;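 also: uninfected addAB+ strain grown without phage in ampicillin broth; 0% = DMSO wells and 100% = ciprofloxacin 0.95 µg/ml wells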
# HTR5A inv ag – counter-screen for OPRM1-OPRD1 inverse agonists: human HTR5A inverse agonism | P47898 | HTR5A cell line, luminescence | hit rate 0.083% among 340,000 | inhibition, % at 9.3 µM | AID 504634; in the data active = inhibition mostly above about 23%, no sharp cut-off; inactive = mostly below about 18%;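 also: 0% = cells with DMSO and 100% = no-cell wells with DMSO; some compounds called inactive have numbers as strong as hits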
# Target sequence (P47898 whole entry, looked up): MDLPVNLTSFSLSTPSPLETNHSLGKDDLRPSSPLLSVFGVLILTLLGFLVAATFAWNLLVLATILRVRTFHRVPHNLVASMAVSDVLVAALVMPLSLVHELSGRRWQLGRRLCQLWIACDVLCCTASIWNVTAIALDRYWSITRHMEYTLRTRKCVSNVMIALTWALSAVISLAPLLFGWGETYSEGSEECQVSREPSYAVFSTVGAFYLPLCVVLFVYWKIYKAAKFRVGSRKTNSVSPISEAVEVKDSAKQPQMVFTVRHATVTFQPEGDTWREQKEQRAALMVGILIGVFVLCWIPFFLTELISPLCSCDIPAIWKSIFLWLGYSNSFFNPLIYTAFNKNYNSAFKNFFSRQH
# Numbers without * were called inactive; u = inconclusive; x = not tested or not shown.
1) COc1ccc(C(C(=O)NCC2CCCO2)N(C(=O)Cn2nnc3ccccc32)c2ccccc2C(C)=O)cc1OC (stereo unspecified)
2) COc1ccc(C(=O)COC(=O)c2c(-c3ccccc3)noc2C)c(OC)c1
3) Cn1c[n+](C)cc1/C=N/O
4) COc1ccc(CCNC(=O)CCCNC(=O)Cn2cnc3sc(C)c(C)c3c2=O)cc1OC
5) Cc1ccc(-n2nnc(-c3nccs3)n2)cc1
6) COc1ccc(NC(=O)CC2SC(=NCC3CCCO3)NC2=O)cc1 (stereo unspecified)
7) CCS(=O)(=O)N1N=C(c2cccc(NS(C)(=O)=O)c2)CC1c1ccccc1 (stereo unspecified)
8) Cc1cccc(OCC(=O)OCC(=O)N(CC(C)C)c2c(N)n(Cc3ccccc3)c(=O)[nH]c2=O)c1C
9) Cc1cc(C(=O)Nn2c(-c3ccncc3)nc3ccccc3c2=O)ccc1[N+](=O)[O-]
10) CCOc1ccccc1N1CCN(C(=O)CNC(=O)c2ccccc2F)CC1
assay / entry	1	2	3	4	5	6	7	8	9	10
PKA-R1A act	1	0	-5	5	-1	2	1	-6	5	8
AddAB inh	-1.2	0.3	3.4	3.3	2.9	3.5	-0.2	-1.4	2.1	0.6
OPRM1-OPRD1 ag	0.3	0.8	-0.5	1.7	0.1	-2.7	-2.2	-0.3	-2.3	-1.4
MOR-DOR inv ag	-3	-5	3	-9	-1	18	14	2	11	8
PfHsp90 set2	-8	x	-30	3	-19	10	7	x	4	13
PKA-R2B act	-1	5	-5	9	-10	-1	-3	1	5	-1
Tat transport	9	0	10	-2	-7	-2	-16	11	-4	2
Mot1-301 SUMO	-4	-24	-1	0	-13	-3	-4	-15	-19	7
phage Ecoli inh	1.4	2.0	-0.5	0.3	1.3	1.8	4.3	-0.5	3.2	2.6
E coli growth	-2.7	-0.6	-1.2	1.9	-1.8	-1.8	-1.2	-0.3	0.3	-3.8
HTR5A inv ag	-10	1	6	-7	9	19	9	-11	-19	-30

11) Cc1cc(C(=O)COc2ccccc2C(N)=O)c(C)n1C1CC1
12) O=C(COC(=O)c1ccc(O)cc1O)Nc1ccc2ccccc2c1
13) O=C(Nc1cccc2nsnc12)c1ccc2c(c1)OCO2
14) COc1ccc(CCN2C(=O)NC(NC(=O)CCc3ccccc3)(C(F)(F)F)C2=O)cc1OC (stereo unspecified)
15) O=C(CSc1cccc[n+]1[O-])Nc1c(Br)cc([N+](=O)[O-])cc1Br
16) O=C(Nc1cccnc1)c1c(O)c2cccc3c2n(c1=O)CC3
17) CCN(CC)S(=O)(=O)c1ccc(NC(=O)C2CC(=O)N(c3ccc4c(c3)OCCO4)C2)cc1 (stereo unspecified)
18) Cc1ccc(-n2c(SCc3nc4ccccc4c(=O)[nH]3)nnc2-c2ccccc2O)cc1
19) O=C(CCCn1cc([N+](=O)[O-])cn1)NCc1ccccc1
20) COC(=O)c1ccc(C(=O)OC)c(NC(=O)CN2CCN(c3ccc(OC)cc3)CC2)c1
assay / entry	11	12	13	14	15	16	17	18	19	20
PKA-R1A act	-12	-2	-15	-5	-4	-4	-6	1	-3	0
AddAB inh	-0.5	-0.1	2.0	3.0	-0.3	-0.8	x	0.7	0.8	0.4
OPRM1-OPRD1 ag	-1.9	-0.2	-1.9	-2.0	6.4	-2.0	-4.2	1.8	-3.3	0.0
MOR-DOR inv ag	9	1	10	11	-29	11	16	-10	16	0
PfHsp90 set2	1	x	-1	8	5	-12	-31	-37	x	-1
PKA-R2B act	4	1	-10	-5	-5	-4	-2	9	2	-13
Tat transport	-5	-8	5	14	9	-5	-5	-8	3	-3
Mot1-301 SUMO	-8	-13	-2	-1	3	-10	x	-14	-2	-20
phage Ecoli inh	2.5	0.8	3.5	1.9	-1.1	1.3	3.5	1.6	-0.6	0.3
E coli growth	2.4	-0.5	-1.0	-1.4	-0.8	-1.7	x	-2.7	1.1	-3.1
HTR5A inv ag	-2	4	-8	8	-6	-2	7	-21	7	10

# Quoted at random: 4 compounds from above, in no set order.
17) CCN(CC)S(=O)(=O)c1ccc(NC(=O)C2CC(=O)N(c3ccc4c(c3)OCCO4)C2)cc1 (stereo unspecified)
16) O=C(Nc1cccnc1)c1c(O)c2cccc3c2n(c1=O)CC3
15) O=C(CSc1cccc[n+]1[O-])Nc1c(Br)cc([N+](=O)[O-])cc1Br
13) O=C(Nc1cccc2nsnc12)c1ccc2c(c1)OCO2
assay / entry	17	16	15	13
PKA-R1A act	-6	-4	-4	-15
AddAB inh	x	-0.8	-0.3	2.0
OPRM1-OPRD1 ag	-4.2	-2.0	6.4	-1.9
MOR-DOR inv ag	16	11	-29	10
PfHsp90 set2	-31	-12	5	-1
PKA-R2B act	-2	-4	-5	-10
Tat transport	-5	-5	9	5
Mot1-301 SUMO	x	-10	3	-2
phage Ecoli inh	3.5	1.3	-1.1	3.5
E coli growth	x	-1.7	-0.8	-1.0
HTR5A inv ag	7	-2	-6	-8

# Later entries
21) Cc1ccc(-c2nc(N3CCN(C)CC3)c3ccccc3n2)cc1
22) O=C1c2cccc3cccc(c23)N1Cc1ccc(F)cc1
23) CC(C)CC(=O)Nc1ccc(S(=O)(=O)NCc2ccco2)cc1
24) O=C(c1cc2c(=O)n3ccccc3nc2s1)N1CCOCC1
25) Cc1ccc(NC(=O)CSc2nc3ccccc3c3nc(CCc4c(C)n[nH]c4C)nn23)cc1F
26) Oc1c(N=Nc2ccccn2)ccc2ccccc12
27) CCOC(=O)N1CCN(c2cc(=O)n(C)c(=O)n2C)CC1
28) O=C(N/N=C/c1ccco1)C(O)C(O)C(=O)N/N=C/c1ccco1 (stereo unspecified)
29) O=C(Cc1ccccc1)NCCc1cccc(Cl)c1
30) Cc1occc1C(=O)N/N=C/c1ccc(OCc2ccccc2)cc1
assay / entry	21	22	23	24	25	26	27	28	29	30
PKA-R1A act	0	1	-6	1	-4	2	x	1	3	3
AddAB inh	-0.2	-0.4	0.6	0.1	3.2	20*	0.8	2.7	-1.2	0.6
OPRM1-OPRD1 ag	0.1	2.8	-1.8	-1.5	0.1	-3.7	x	-0.4	-5.0	5.8
MOR-DOR inv ag	-1	-19	8	9	0	20	x	3	22	-29
PfHsp90 set2	-1	-17	-14	1	23	x	-10	8	25	8
PKA-R2B act	5	-3	3	-1	-6	-1	x	10	1	6
Tat transport	-3	5	-1	-5	5	2	-1	-4	-2	1
Mot1-301 SUMO	0	8	16	14	-4	12	-2	9	-5	2
phage Ecoli inh	0.0	2.1	1.5	0.8	0.3	18*	-1.0	1.8	1.7	1.6
E coli growth	-0.9	1.6	1.0	1.2	-1.3	18*	0.3	1.3	-1.7	0.0
HTR5A inv ag	11	16	-22	2	8	5	x	-28	2	-5

31) CCC(C)NS(=O)(=O)c1ccc(OCC(=O)Nc2ccc3c(c2)OCO3)cc1 (stereo unspecified)
32) COc1ccc(S(=O)(=O)N2CCC(C(=O)N3CCCCC3)CC2)cc1Cl
33) CC(NC(=O)c1cccc(Br)c1)c1ccccc1 (stereo unspecified)
34) CCN1Cc2c(cc(OC)c(OC)c2OC)-c2ccccc2S1(=O)=O
35) C/C(CCS(=O)(=O)c1ccccc1)=N/O
36) COc1ccc(C(=O)Nc2ccccc2C(=O)Nc2ccccn2)cc1
37) COc1ccc(S(=O)(=O)N2CCCCCC2)cc1C(=O)NCc1cccs1
38) O=C(CCN1C(=O)C2C3C=CC(C4CC34)C2C1=O)OCC(=O)c1ccccc1 (stereo unspecified)
39) O=S(Cc1ccc(Cl)cc1)c1ncc(CO)n1Cc1ccccc1 (stereo unspecified)
40) CCC(C(=O)N1CCC(N2CCCCC2)CC1)n1nc(C)c2sc3ccccc3c2c1=O (stereo unspecified)
assay / entry	31	32	33	34	35	36	37	38	39	40
PKA-R1A act	-5	12	4	5	5	-10	15	-2	-2	-5
AddAB inh	0.8	-1.3	1.4	1.2	4.6	2.6	-0.5	3.9	4.6	2.2
OPRM1-OPRD1 ag	0.0	0.5	-3.4	-4.2	0.6	-4.4	-3.9	-2.7	0.2	-1.9
MOR-DOR inv ag	0	-3	20	21	-3	22	16	15	-1	10
PfHsp90 set2	8	-39	2	-33	-16	24	7	-9	27	-2
PKA-R2B act	-4	-10	-6	2	2	-13	1	3	4	-3
Tat transport	2	-3	-2	-2	-2	-14	0	12	3	-3
Mot1-301 SUMO	2	14	-4	x	1	-18	-7	-23	-3	5
phage Ecoli inh	0.8	-2.8	6.0	-0.1	5.2	1.2	1.1	-1.4	1.1	2.6
E coli growth	1.6	3.2	-2.7	-0.7	0.8	1.2	0.7	3.2	0.6	-0.1
HTR5A inv ag	-10	12	-2	-6	4	-3	-8	12	-24	9

# In the list so far, two have two or more sulfur atoms.
7) CCS(=O)(=O)N1N=C(c2cccc(NS(C)(=O)=O)c2)CC1c1ccccc1 (stereo unspecified)
37) COc1ccc(S(=O)(=O)N2CCCCCC2)cc1C(=O)NCc1cccs1
assay / entry	7	37
PKA-R1A act	1	15
AddAB inh	-0.2	-0.5
OPRM1-OPRD1 ag	-2.2	-3.9
MOR-DOR inv ag	14	16
PfHsp90 set2	7	7
PKA-R2B act	-3	1
Tat transport	-16	0
Mot1-301 SUMO	-4	-7
phage Ecoli inh	4.3	1.1
E coli growth	-1.2	0.7
HTR5A inv ag	9	-8

# Going on with the list.
41) CC1CC(C)CN(S(=O)(=O)c2ccc(C(=O)N(c3ccccn3)C3CCCCC3)cc2)C1 (stereo unspecified)
42) CC1=NCC(C)c2c1[nH]c1ccccc21 (stereo unspecified)
43) Cc1ccc(S(=O)(=O)c2c(N)n(/N=C/c3ccco3)c3nc4ccccc4nc23)cc1C
44) COc1ccc(C(=O)O/N=C(\N)c2cccc(C)c2)cc1OC
45) NC(=S)NN=C1c2cc(S(=O)(=O)N3CCOCC3)ccc2-c2ccc(S(=O)(=O)N3CCOCC3)cc21
46) Cc1cccc(OCC(O)Cn2c(-n3nc(C)cc3C)nc3c2c(=O)[nH]c(=O)n3C)c1 (stereo unspecified)
47) COc1ccc(CNC(=O)C2CCC(CNc3c(N4CCCCC4)c(=O)c3=O)CC2)cc1 (stereo unspecified)
48) CCN(CC)CCNC(=O)NC(=O)c1ccc(Cl)cc1
49) Cc1ccc(N2CCN(S(=O)(=O)c3ccc(F)cc3)CC2)c(C)c1
assay / entry	41	42	43	44	45	46	47	48	49
PKA-R1A act	-13	-6	2	-13	-6	-10	-9	-5	-5
AddAB inh	2.6	1.6	2.7	1.0	7.1	3.2	2.6	5.2	4.2
OPRM1-OPRD1 ag	9.4	2.7	3.1	5.0	-3.9	-1.1	-1.0	-2.3	0.0
MOR-DOR inv ag	-48	-16	-17	-24	21	5	6	12	0
PfHsp90 set2	-35	2	-65	4	-67	-7	-9	-8	15
PKA-R2B act	-9	-13	1	-5	1	-4	-2	5	-8
Tat transport	4	u	-4	6	2	8	-8	15	-4
Mot1-301 SUMO	-17	-19	13	233	0	13	155	1	-4
phage Ecoli inh	3.4	1.5	1.7	0.2	7.0	-1.0	-1.8	1.0	3.3
E coli growth	0.7	-1.8	-1.3	-0.1	6.5	0.9	1.5	2.7	0.2
HTR5A inv ag	-22	-15	-54	-27	2	0	-30	9	8

# Compound activity as filed in PubChem BioAssay.
